# Tau FP inhib = blocks human tau fibril formation measured by polarization; Potency, µM (titrated, usually from 57.7 µM), inactives show at the top dose activity, negative = inhibition, most hits filed as inhibitors; 280,000 compounds, 0.39% hits; P10636; K18 P301L tau heparin fibrillization, Alexa594 FP, 6 h; AID 1468; further: on the % scale 0 is the no-effect control and ±100 the full control effect; nearly all actives have a fitted effect of over 55% in size
# Target sequence (P10636 561-689 P618L limits assumed): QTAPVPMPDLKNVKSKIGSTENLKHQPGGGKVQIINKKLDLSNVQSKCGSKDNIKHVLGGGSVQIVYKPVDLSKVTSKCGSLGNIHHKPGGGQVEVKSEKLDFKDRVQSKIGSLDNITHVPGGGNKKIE
#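 Quantitative HTS format: compounds meet 15 uM recombinant K18 P301L tau and Alexa 594-tau tracer in 100 mM sodium acetate pH 7; 20 uM heparin triggers fibrillization at 37 C over 6 hr; FP gives the signal.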
# GAA glycogen mod = GAA glycogen-cleavage inhibition or activation; Potency, µM (highest dose often 76.4 µM), for the others: at the highest dose activity change, negative = inhibition, hits mostly inhibitors; 300,000 compounds, 0.38% hits; recombinant GAA, glycogen substrate, Amplex Red glucose oxidase fluorescence;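 further: 0% = full enzyme reaction and -100% = no-enzyme basal signal; the screen sought inhibitors and activators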
#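 Recombinant human alpha-glucosidase (4 nM final) hydrolysed bovine liver glycogen (30 ug) for 40 min at 37 C in pH 5.0 citrate/phosphate with 0.01% Tween-20. Released glucose detected by glucose oxidase/Amplex Red, Ex 573/Em 610 nm. Compounds up to 77 uM; AC50 from Hill fits.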
# Tau fluor cs = counter-screen for tau fibril formation inhibitors | tau K18 P301L Alexa594 fluorescence, heparin fibrillization | Potency, µM (doses to about 57.7 µM), for the others: top-dose activity change, negative = decrease | 280,000 compounds, 0.93% hits; further: on the % scale 0 is the no-effect control and ±100 the full control effect; nearly all actives have a fitted effect of over 55% in size
#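 Human K18 P301L tau (15 uM unlabeled plus 0.24 uM Alexa 594-labeled, final) in 100 mM sodium acetate pH 7 was mixed with compound and 20 uM heparin and incubated 6 hr at 37 C.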
# GAA inh = alpha-glucosidase (human) inhibition; P10253; purified human GAA, 4-MU-alpha-glucoside fluorescence; Potency, µM (doses to about 76.9 µM), for the others: top-dose activity change, negative = inhibition, actives largely listed as inhibitors; 200,000 compounds, 0.005% hits;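 further: plate controls were uninhibited enzyme wells for no effect and no-enzyme background for full effect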
#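 Human enzyme at 4 nM with 400 uM 4-methylumbelliferyl-alpha-D-pyranoside, citrate/phosphate buffer pH 5.0, 0.005% Tween-20, 20 min at room temperature. Compounds up to 77 uM. 4-MU fluorescence (Ex 365/Em 440) read after NaOH/glycine stop; AC50 from Hill fit.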
# aGlu spleen mod = inhibits or activates alpha-glucosidase in human spleen homogenate; P10253; 240,000 compounds, 0.006% hits; Potency, µM (series often up to 79.9 µM), without a hit: top-dose activity change, negative = inhibition, most hits filed as inhibitors; AID 2112; human spleen homogenate, 4-MU-alpha-glucoside fluorescence;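 further: 0% = enzyme with vehicle and -100% = no enzyme basal signal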
#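 Human spleen homogenate (1 ug) with 4-methylumbelliferyl-alpha-D-glucopyranoside (1 mM final) in 50 mM citrate/phosphate pH 5.0, 0.01% Tween-20; 40 min at 37 C. Stopped at pH 10; 4-MU fluorescence Ex 365/Em 440 nm; AC50 by Hill fit.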
# HTT ATP protect = cytoprotection in Huntington HTT-Q103 PC12 cell model; PC12 HTT-Q103 induced, cytoprotection, ATP luminescence, 40 h; Potency, µM (highest dose often 56.4 µM), for the others: cytoprotection (ATP increase), hits mostly activators; 230,000 compounds, 0.14% hits;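 further: % of control where 0% means no effect; nearly all actives have a fitted effect of over 45% in size; toxic huntingtin expression switched on by the ecdysone agonist tebufenozide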
#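 Readout: ATPlite luminescence (ATP level). Model: stable PC12, inducible Htt exon1 Q103-GFP. Inducer: tebufenozide, 100 nM final. Compounds: dose series. No G418 in medium.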
# Tau fibril ThT = inhibitors of human tau fibril formation, thioflavin T binding | P10636 | recombinant tau K18 P301L (four-repeat tau fragment), heparin-induced fibrillization, ThT fluorescence | Potency, µM (highest dose often 57.4 µM), inactives show at the highest dose activity, negative = inhibition, usual class: inhibitors | 270,000 compounds, 2.1% hits; further: on the % scale 0 is the no-effect control and ±100 the full control effect; nearly all actives have a fitted effect of over 55% in size
#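 Tau K18 P301L fragment (15 uM unlabeled plus 0.24 uM Alexa 594-labeled) in 100 mM sodium acetate pH 7 with compound, fibrillization induced by 20 uM heparin for 6 hr at 37 C. Thioflavin T (30 uM) added, fluorescence read after 1 hr (ex 450, em 510 nm).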
# GLA spleen mod = alpha-galactosidase A (human) modulation; human spleen homogenate, 4MU-alpha-Gal fluorescence, 40 min; AID 2107; Potency, µM (titrated, usually from 80 µM), inactives show at the highest dose activity change, negative = inhibition, most hits filed as inhibitors; P06280; 240,000 compounds, 0.008% hits;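 further: 0% = enzyme with vehicle and -100% = no enzyme basal signal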
# Target sequence (P06280 32-429 limits assumed): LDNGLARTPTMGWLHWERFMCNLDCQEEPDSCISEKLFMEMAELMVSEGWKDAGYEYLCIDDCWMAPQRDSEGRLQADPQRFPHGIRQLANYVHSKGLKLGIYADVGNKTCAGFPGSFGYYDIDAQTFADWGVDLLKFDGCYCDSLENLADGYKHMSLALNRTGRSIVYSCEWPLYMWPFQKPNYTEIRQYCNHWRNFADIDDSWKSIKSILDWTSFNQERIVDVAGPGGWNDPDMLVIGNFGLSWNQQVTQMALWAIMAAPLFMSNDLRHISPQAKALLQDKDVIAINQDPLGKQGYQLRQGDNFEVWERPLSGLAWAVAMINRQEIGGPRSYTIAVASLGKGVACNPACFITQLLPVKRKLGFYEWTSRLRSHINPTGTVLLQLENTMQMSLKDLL
#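 Human spleen homogenate (1 ug) was the enzyme source, with 4-methylumbelliferyl-alpha-D-galactopyranoside (1 mM final) in pH 5.0 citrate buffer with 0.01% Tween-20. Compounds were titrated; after 40 min at 37C, NaOH/glycine stop, 4-MU fluorescence read; AC50 from Hill fits.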
# Numbers without * were called inactive; ? = inconclusive; nt = not tested or not shown; [ ] = remark or other dose. The call rests on the fitted dose curve; in most records, active means well fitted curve in the direction sought with a large enough effect; inconclusive means small, poorly fitted or top-dose-only effect, or another doubt; inactive means no such curve, though single readings can be large; an effect the other way counts as inactive or inconclusive. Potency means the concentration at half of the fitted maximal effect.
SMILES,Tau FP inhib,GAA glycogen mod,Tau fluor cs,GAA inh,aGlu spleen mod,HTT ATP protect,Tau fibril ThT,GLA spleen mod
CCOC(=O)c1c(-c2cccs2)csc1NC(=O)CSc1ncn[nH]1,-14%,1%,?,0%,-5%,15%[0.074 µM],?,13%
CCOc1ccccc1N(CC)C(=O)Cn1ncc2c([nH]c3ccccc32)c1=O,9%,12%[76.3 µM],8%,nt,nt,nt,8%,nt
N/C(=N\OC(=O)c1ccccc1)c1ccccn1,1%,1%,0%,11%,-7%,-40%[10 µM],5%,-4%
Cc1nn(-c2ccccc2)c(/N=C/c2ccc(O)cc2)c1-c1ccccc1,?,-8%,?,-6%,-9%,-15%[10 µM],-1%,3%
COc1ccc(NC(=O)CCC2CCCC2)cc1OC,6%,-4%,-3%,-2%,0%,17%,0%,7%
Cc1ccc(NC(=O)Cn2c(=O)oc3cc(S(=O)(=O)N4CCCCC4)ccc32)c(Cl)c1,-6%,-8%[76.3 µM],-17%,nt,nt,nt,0%,nt
CCOC(=O)c1c(NC(=S)NC(=O)/C=C/c2cccs2)sc(C)c1C,-6%,1%,-18%,3%,-9%,-35%[10 µM],?,-8%
O=C(NCc1cccs1)c1cc2c(s1)-c1ccccc1OC2,?,-15%,?,?,16%,-16%,-5%,?
Cc1ccc(C)c(N(C)C(=O)C2CCN(S(=O)(=O)c3cccc4nsnc34)CC2)c1,13%,-27%[76.3 µM],-3%,nt,nt,nt,-4%,nt
CCn1c(=O)c2c(nc3n2CCCN3c2cccc(C)c2)n(C)c1=O,11%,5%,-10%,nt,2%,14%[10 µM],-8%,-5%
Cc1nc2ccccc2nc1N/N=C/c1ccc(O)cc1,12%,25µM*,?,nt,2%,15%[10 µM],14µM*,3%
CCn1cc(C(=O)NCC2COc3ccccc3O2)c2cc(OC)c(OC)cc2c1=O (stereo not drawn),11%,0%,-4%,0%,-2%,9%[10 µM],-3%,2%
Cc1cccc(C)c1-n1cccc1/C=C1/C(=N)N2C(=NC1=O)SN=C2S(C)(=O)=O,-14%,-2%,-19%,?,-8%,15%,?,-1%
CCOC(=O)Cn1c(CN(Cc2ccccc2)Cc2ccccc2)nc2c1c(=O)n(C)c(=O)n2C,-3%,-17%,-8%,-5%,-2%,-21%[0.074 µM],?,0%
COc1ccccc1N1CCN(S(=O)(=O)c2ccc(-n3cnnn3)cc2)CC1,-10%,2%[76.3 µM],-22%,nt,nt,nt,-10%,nt
Cc1cn(CC2COC(C)(C)O2)c(=O)[nH]c1=O (stereo not drawn),9%,1%,2%,-8%,-11%,-24%,-5%,-8%
COc1ccc(/C=N/n2c(SC)nnc2-c2ccccc2)cc1C,2%,1%,-3%,-6%,-12%,-12%,-15%,-6%
COc1cc(Cl)c(C)cc1NC(=O)CSC,-2%,8%,-6%,1%,5%,-11%[0.074 µM],-7%,6%
CN(C)c1c([N+](=O)[O-])cc2[nH]c(=O)[nH]c2c1[N+](=O)[O-],3%,1%,-16%,-4%,-2%,6%,?,5%
O=C(c1ccco1)N1CCN(Cc2cccnc2)CC1,-2%,4%,-5%,-1%,-2%,-13%,-2%,4%
O=c1nc2ccccc2c2n1CC(CN1CCN(c3cccc(Cl)c3)CC1)N2 (stereo not drawn),-2%,-2%,-9%,-2%,-14%,-8%,-18%,-14%
Fc1cc(F)cc(NC(=S)N2CCN(c3ncccn3)CC2)c1,-1%,-7%,8%,5%,7%,26%,0%,7%
O=C(C1CCCCC1)N1CCN(C(=O)C2CCCCC2)CC1,7%,1%,-11%,-1%,-9%,-27%,-11%,15%
CCc1cc(C(=O)OC)c(NC(=O)CC2Sc3ccc(C(F)(F)F)cc3NC2=O)s1 (stereo not drawn),0%,11%,7%,4%,-2%,6%[10 µM],9%,-5%
Cc1ccccc1OCC(=O)OC(C)CN1CCN(C)CC1 (stereo not drawn),-8%,0%,-5%,-7%,3%,-24%,-3%,16%
COc1cccc(-c2noc(Cn3nc(C)c([N+](=O)[O-])c3C)n2)c1,-1%,7%,-6%,-8%,-11%,-9%,-3%,-2%
O=C(O)CSc1ncnc2nc[nH]c12,-1%,2%,-3%,-1%,-3%,5%,-3%,4%
O=C(c1ccc(Br)cc1)N1CCCC1,1%,1%,3%,-5%,-21%,-4%,0%,8%
COc1ccccc1N1C(=O)CC1(C#N)c1ccc(OCc2ccccc2)cc1 (stereo not drawn),4%,5%,-13%,-3%,-2%,nt,-4%,-1%
O=C(CCN1C(=O)c2ccccc2C1=O)NCc1ccncc1,5%,10%,6%,1%,-1%,8%,3%,3%
Clc1cccc(Nc2ncnc3c2nc2n3CCCCC2)c1,6%,-7%[76.3 µM],-10%,nt,nt,nt,-5%,nt
Cn1cnc(Sc2ncnc3nc[nH]c23)c1[N+](=O)[O-],-5%,1%,-12%,nt,0%,-30%[10 µM],nt,17%
Brc1ccc(-c2nc(N/N=C/c3cccnc3)c3ccccc3n2)cc1,?,-5%,?,-5%,2%,-91%[inhibitor],-15%,-8%
CC1Oc2ccccc2C=C1/C=N/NC(=O)[C@@H](C)NC(=O)OC(C)(C)C (stereo partly drawn),-2%,-4%,-14%,-1%,-1%,-8%[10 µM],-12%,-16%
CCC(=O)NC(Nc1sc2c(c1C(=O)OC)CCCC2)(C(F)(F)F)C(F)(F)F,1%,-2%,-5%,6%,-5%,-8%,5%,10%
CC(C)C(NC(=O)CNC(=O)OC(C)(C)C)C(=O)NCc1ccccc1 (stereo not drawn),-5%,-3%,-2%,-11%,-1%,-16%,-4%,-1%

# Single records, from the list above. Screens in order: Tau FP inhib, GAA glycogen mod, Tau fluor cs, GAA inh, aGlu spleen mod, HTT ATP protect, Tau fibril ThT, GLA spleen mod
# O=C(CCN1C(=O)c2ccccc2C1=O)NCc1ccncc1 as listed: 5%, 10%, 6%, 1%, -1%, 8%, 3%, 3%
# Brc1ccc(-c2nc(N/N=C/c3cccnc3)c3ccccc3n2)cc1 as listed: ?, -5%, ?, -5%, 2%, -91%[inhibitor], -15%, -8%
# O=C(c1ccc(Br)cc1)N1CCCC1 as listed: 1%, 1%, 3%, -5%, -21%, -4%, 0%, 8%
# CC(C)C(NC(=O)CNC(=O)OC(C)(C)C)C(=O)NCc1ccccc1 (stereo not drawn) as listed: -5%, -3%, -2%, -11%, -1%, -16%, -4%, -1%
# CCC(=O)NC(Nc1sc2c(c1C(=O)OC)CCCC2)(C(F)(F)F)C(F)(F)F as listed: 1%, -2%, -5%, 6%, -5%, -8%, 5%, 10%

# Later entries.
SMILES,Tau FP inhib,GAA glycogen mod,Tau fluor cs,GAA inh,aGlu spleen mod,HTT ATP protect,Tau fibril ThT,GLA spleen mod
O=C(Cn1cc(SCc2ccc(C(F)(F)F)cc2)c2ccccc21)N1CCCC1,3%,5%[76.3 µM],-28%,nt,nt,nt,?,nt
CC(=O)c1cccc(NC(=O)C2CCCN(C(=O)c3cnn(-c4ccccc4)c3-n3cccc3)C2)c1 (stereo not drawn),4%,-14%[76.3 µM],-8%,nt,nt,nt,-11%,nt
O=C(/C=C/c1ccco1)Nc1sc2c(c1C(=O)O)CCC2,-4%,-7%,-25%,-2%,-16%,-48%[inhibitor],?,-15%
Cc1[nH]n(-c2ccc([N+](=O)[O-])cc2)c(=O)c1/C=N/N1CCOCC1,1%,-24%,-1%,9%,-3%,nt,2%,-16%
Cc1onc(-c2ccccc2Cl)c1C(=O)Nc1nnc(-c2ccc(Cl)cc2Cl)s1,-5%,-5%,-25%,?,0%,24%[10 µM],?,13%
CC(=O)c1ccc(NC(=S)N2CCCC(C(F)(F)F)C2)cc1 (stereo not drawn),4%,-7%,-8%,-1%,-10%,-22%,-6%,7%
O=c1cc(CSc2ccc(Cl)cc2)nc(-c2ccncc2)[nH]1,-5%,-1%,-12%,0%,nt,10%[10 µM],-7%,6%
COCCCNC(=S)N(Cc1cccnc1)Cc1ccc(OC)c(OC)c1,4%,13%,-1%,2%,-22%,11%[10 µM],0%,-20%
CSc1nsc(SCC(=O)Nc2c(C)n(C)n(-c3ccccc3)c2=O)n1,?,5%,-9%,-14%,2%,-9%,-13%,1%
CC(C)n1cc2c(c1-c1ccccc1Cl)c(=O)n(C)c(=O)n2C,-10%,2%[76.3 µM],-6%,nt,nt,nt,-2%,nt
Cc1cc(C)c(S(=O)(=O)Nc2ccc(O)cc2)cc1C,4%,14µM*,-16%,-1%,0%,-4%,-9%,2%
O=C1OC2(CCCCC2)OC(=O)C1=CNc1nccs1,-6%,2%,-2%,-8%,-1%,-2%[10 µM],-8%,5%
Cc1cc(C)c(C(=O)Nc2ccccc2)c(SCC(=O)Nc2ccc(Br)cc2C)n1,-16%,-1%[76.3 µM],-13%,nt,nt,nt,10%,nt
Cc1ccc(NC(=O)CN2C(=O)N/C(=C/c3cc(C)n(-c4ccc(C(=O)O)cc4)c3C)C2=O)cc1,3%,0%,-14%,-10%,-6%,?,?,-2%
COc1ccc(CN2CCN(CCCc3ccccc3)CC2)c(OC)c1,?,-1%,-8%,4%,6%,-44%[inhibitor],-7%,-3%

# GAA glycogen mod, what is marked active above
Structure | Tau FP inhib | GAA glycogen mod | GAA inh | aGlu spleen mod | Tau fibril ThT | GLA spleen mod
Cc1nc2ccccc2nc1N/N=C/c1ccc(O)cc1 | 12% | 25µM* | nt | 2% | 14µM* | 3%
Cc1cc(C)c(S(=O)(=O)Nc2ccc(O)cc2)cc1C | 4% | 14µM* | -1% | 0% | -9% | 2%

# High-throughput results (PubChem BioAssay)
